MEKK2 mut-MEK5: signal of MEK5 binding to mutant human MEKK2 PB1 domain; bead flow cytometry, Alexa488-MEK5 binding to MEKK2 mutant; percent response, % at 10 µM; 0.35% of 290,000 active; in the data active = percent response above about 24%, passing the limit was not always enough; also: inactives centre near 1; some results filed as inactive read as strong as hits; reference of the scale not given here
PHOSPHO1 block: blocks human PHOSPHO1 phosphatase activity; AID 1565; recombinant PHOSPHO1, absorbance phosphatase assay; 1.1% of 290,000 active; Q8TCT1; inhibition, % at 13.3 µM; in the data active = inhibition above about 60%
Target sequence (Q8TCT1 whole entry, looked up): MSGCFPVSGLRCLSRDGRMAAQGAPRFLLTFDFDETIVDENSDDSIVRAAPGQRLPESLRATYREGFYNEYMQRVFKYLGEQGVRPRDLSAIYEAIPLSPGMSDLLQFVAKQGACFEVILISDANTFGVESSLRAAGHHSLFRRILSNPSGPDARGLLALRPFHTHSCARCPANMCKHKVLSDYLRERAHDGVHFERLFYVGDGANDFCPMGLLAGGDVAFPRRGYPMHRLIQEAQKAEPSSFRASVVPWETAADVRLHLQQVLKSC
MEKK2wt PB1 HTS: raises or lowers MEK5 binding to wildtype human MEKK2 PB1 domain; Q9Y2U5; 1.1% of 290,000 active; binding response (% of control), % at 10 µM; bead flow cytometry, Alexa488-MEK5 binding to MEKK2 WT; actives lie on both sides; in the data active = binding response below about 67% or above about 130%
MEKK3 PB1 HTS: raises or lowers MEK5 binding to the human MEKK3 PB1 domain. Q99759. bead-based flow cytometry, Alexa488-MEK5 binding to MEKK3; actives lie on both sides; 0 = blocked by unlabeled MEK5, 100 = vehicle. binding response (% of control), % at 10 µM. 1.4% of 290,000 active;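 active = binding response more than 3 SD above or below the average of its plate-row segment, actives on both sides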;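 also: Alexa488 bead fluorescence after subtracting the streptavidin-only scavenger bead signal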
NALP1 inh: blocks the NALP1 inflammasome reconstituted in yeast | inhibition, % at 10 µM | 0.61% of 280,000 active | AID 2071 | S. cerevisiae NALP1/ASC/caspase-1 growth, X-gal OD620, 72 h; in the data active = inhibition mostly above about 24%, no sharp cut-off; inactive = mostly below about 32%; also: some compounds called inactive have numbers as strong as hits
GPR7 antag: human neuropeptides B/W receptor 1 antagonism; P48145; GPR7-expressing cells, fluorescence antagonist assay; inhibition, % at 4.4 µM; 1.1% of 290,000 active; AID 1861; in the data active = inhibition above about 16%, passing the limit was not always enough;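 also: cells stimulated with the agonist NPW; 0% = agonist with vehicle and 100% = vehicle without agonist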
GalR3 antag: human GalR3 antagonism. O60755. HEK293 GalR3-CNG cAMP membrane potential fluorescence; galR3 body fused to GalR1 C-terminus. inhibition, % at 3 µM. 0.44% of 360,000 active;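 active = inhibition above the screen-wide average plus 3 SD, cut at about 13% in these data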;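 also: forskolin and galanin both at EC90 stimulate the cells; cAMP rise reported by CNG channel membrane potential dye signal; 0% = forskolin plus galanin with DMSO and 100% = forskolin alone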
V1R ag counter: activates human V1a receptor in oxytocin agonist counter-screen | activation, % at 3 µM | CHO-V1R cells, Fluo-8 calcium fluorescence, agonist mode; 0% DMSO, 100% 3 nM vasopressin | P37288 | 0.25% of 320,000 active;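 active = activation above the mean activation of all tested compounds plus 3 SD, per screening run, cut at about 20% in these data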;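 also: signal is peak over basal fluorescence ratio across a 100 second FLIPR read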
Target sequence (P37288 whole entry, looked up): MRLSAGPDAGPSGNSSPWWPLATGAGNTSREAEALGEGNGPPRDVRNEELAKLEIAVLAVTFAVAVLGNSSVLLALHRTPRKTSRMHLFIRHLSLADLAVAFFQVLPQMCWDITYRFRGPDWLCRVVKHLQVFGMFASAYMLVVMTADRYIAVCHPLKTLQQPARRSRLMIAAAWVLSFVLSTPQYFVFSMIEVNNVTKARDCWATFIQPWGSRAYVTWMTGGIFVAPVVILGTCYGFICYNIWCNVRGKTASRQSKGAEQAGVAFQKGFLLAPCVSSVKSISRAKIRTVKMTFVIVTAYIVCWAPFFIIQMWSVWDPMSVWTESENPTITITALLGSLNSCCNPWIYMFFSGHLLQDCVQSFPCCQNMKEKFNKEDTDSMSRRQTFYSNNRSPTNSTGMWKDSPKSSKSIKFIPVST
OXTR ag: activates the human oxytocin receptor; activation, % at 3 µM; 0.32% of 320,000 active; CHO-OTR cells, Fluo-8 calcium fluorescence; normalized: DMSO 0%, oxytocin 100%; AID 2435;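 active = activation above the mean of all tested compounds plus 3 SD, cutoff set per screening run, cut at about 20% in these data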;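 also: peak over basal fluorescence ratio from a 100 s FLIPR kinetic read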
Target sequence (P30559 whole entry, looked up): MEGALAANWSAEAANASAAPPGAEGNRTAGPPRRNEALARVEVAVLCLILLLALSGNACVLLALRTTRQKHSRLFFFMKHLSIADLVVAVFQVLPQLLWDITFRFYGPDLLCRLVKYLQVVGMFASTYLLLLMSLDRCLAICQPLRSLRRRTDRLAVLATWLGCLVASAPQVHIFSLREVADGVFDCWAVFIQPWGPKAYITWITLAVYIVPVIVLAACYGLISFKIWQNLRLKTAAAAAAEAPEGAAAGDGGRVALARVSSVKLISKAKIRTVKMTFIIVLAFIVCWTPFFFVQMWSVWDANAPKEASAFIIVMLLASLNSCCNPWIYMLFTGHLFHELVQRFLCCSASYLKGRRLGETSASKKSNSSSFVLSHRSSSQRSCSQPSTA
An asterisk follows results filed as active; · = no result given; & = joins results of further samples. This is a random part of the collection; about 5.4% have a hit in one of these screens.

SMILES | MEKK2 mut-MEK5 | PHOSPHO1 block | MEKK2wt PB1 HTS | MEKK3 PB1 HTS | NALP1 inh | GPR7 antag | GalR3 antag | V1R ag counter | OXTR ag
COC(=O)c1cccc(NC(=O)C2C3CCC(C3)C2C(=O)O)c1 (configuration not stated) | 4 | -7 | 98 | 102 | 22 | 6 | -5 | -0.7 | -0.2
Cc1c(C(C)NC(=O)c2ccc3nc(Cc4ccccc4F)oc3c2)cnn1C (configuration not stated) | 4 | 17 | 103 | 103 | 11 | -8 | -7 | 6.2 | 5.4
O=C(N/N=C/c1ccncc1)c1cccc(NC(=O)c2ccccc2Cl)c1 | -2 | -12 | 97 | 89 | 19 | 10 | -5 | 0.7 | 1.1
Cc1cc2ccccn2c1C(=O)c1ccc([N+](=O)[O-])o1 | -1 | 6 | 98 | 103 | -11 | 1 | 0 | -1.3 | -2.3
O=C(CCc1ccccc1)NCCSc1ccccc1 | -1 | 23 | 103 | 104 | 6 | -6 | -3 | -0.6 | -1.6
COCCNC(=O)c1ccc(-n2c(SCc3ccncc3)nc3ccccc3c2=O)cc1 | -7 | -22 | 100 | 93 | -8 | -3 | 0 | 0.3 | -0.1
O=C(N/N=C/c1ccccn1)C1CC1 | -3 | 12 | 94 | 94 | -3 | -14 | 5 | -0.6 | -0.7
CCOC(=O)COc1ccc(CCNC(C)=O)cc1 | -3 | 16 | 94 | 86 | -4 | 4 | -6 | 0.4 | 0.8
Cc1ccc(N2CCN(C(=O)c3ccccc3NC(=O)/C=C\C(=O)O)CC2)cc1 | 0 | 54 | 101 | 102 | 7 | 8 | · | 0.6 | 1.9
CCOC(=O)c1ccc(NC(=S)N2CCN(Cc3ccccc3)CC2)cc1 | 9 | 14 | 130 | 112 | · | -12 | -1 | 2.2 | 2.7

5 compounds already listed, sorted by their value in PHOSPHO1 block, descending:
structure | MEKK2 mut-MEK5 | PHOSPHO1 block | MEKK2wt PB1 HTS | MEKK3 PB1 HTS | NALP1 inh | GPR7 antag | GalR3 antag
Cc1ccc(N2CCN(C(=O)c3ccccc3NC(=O)/C=C\C(=O)O)CC2)cc1 | 0 | 54 | 101 | 102 | 7 | 8 | ·
O=C(CCc1ccccc1)NCCSc1ccccc1 | -1 | 23 | 103 | 104 | 6 | -6 | -3
CCOC(=O)COc1ccc(CCNC(C)=O)cc1 | -3 | 16 | 94 | 86 | -4 | 4 | -6
O=C(N/N=C/c1ccccn1)C1CC1 | -3 | 12 | 94 | 94 | -3 | -14 | 5
Cc1cc2ccccn2c1C(=O)c1ccc([N+](=O)[O-])o1 | -1 | 6 | 98 | 103 | -11 | 1 | 0

Following part:
SMILES | MEKK2 mut-MEK5 | PHOSPHO1 block | MEKK2wt PB1 HTS | MEKK3 PB1 HTS | NALP1 inh | GPR7 antag | GalR3 antag | V1R ag counter | OXTR ag
Cn1c(=O)c2c(nc(Br)n2CCCc2ccccc2)n(C)c1=O | 2 | 20 | 103 | 101 | 18 | 7 | -4 | 4.2 | 0.8
O=C1c2ccccc2C(=O)N1CCCc1nc(-c2ccccc2)no1 | -3 | 40 | 95 | 93 | 3 | -1 | -4 | -0.7 | -1.0
CCN1C(=O)CC(NC2CCN(C(=O)c3ccc(F)cc3)CC2)C1=O (configuration not stated) | 5 | 37 | 105 | 102 | 6 | -14 | -4 | 0.5 | 0.1
COc1cccc(NC(=O)CCC2CCN(C(=O)c3c(C)noc3C)CC2)c1 | -1 | 22 | 94 | 101 | 30 | -14 | -1 | 0.3 | -0.3
O=C(CSc1ccc(Cl)cc1)Nc1ccc(-c2nc3ccccc3[nH]2)cc1 | -1 | 2 | 98 | 93 | 20 | -3 | -5 | 0.6 | -0.2
CCOc1ccc(S(=O)(=O)Nc2cccc(-c3ccc(N4CCCCCC4)nn3)c2)cc1 | -1 | 13 | 100 | 102 | 20 | -14 | -1 | 0.3 | -0.3
OCc1cn(-c2ccccc2)nc1-c1cc2ccccc2o1 | -3 | 41 | 98 | 102 | 8 | -2 | 1 | -0.4 | -0.1
COc1cc([N+](=O)[O-])cc(/C=N/NC(=O)Cn2nc(C)cc2C)c1O | -5 | -2 | 105 | 105 | · | -15 | 1 | 0.6 | 3.7
Cc1ccc(S(=O)(=O)N2CCCC(C(=O)NCCC(C)C)C2)cc1 (configuration not stated) | -9 | 49 | 87 | 96 | 8 | -3 | -1 | 0.0 | -1.9
O=S(=O)(NCc1csc(-c2ccccc2)n1)c1ccc(Cl)s1 | · | -2 | · | · | -41 | 9 | · | -0.8 | -2.6

The last 2 records of the part before open the next one.
SMILES | MEKK2 mut-MEK5 | PHOSPHO1 block | MEKK2wt PB1 HTS | MEKK3 PB1 HTS | NALP1 inh | GPR7 antag | GalR3 antag | V1R ag counter | OXTR ag
Cc1ccc(S(=O)(=O)N2CCCC(C(=O)NCCC(C)C)C2)cc1 (configuration not stated) | -9 | 49 | 87 | 96 | 8 | -3 | -1 | 0.0 | -1.9
O=S(=O)(NCc1csc(-c2ccccc2)n1)c1ccc(Cl)s1 | · | -2 | · | · | -41 | 9 | · | -0.8 | -2.6
NS(=O)(=O)CCCc1ccccc1 | 5 | -19 | 106 | 105 | 18 | -1 | -4 | 0.0 | -0.6
C/C=C\C(=O)Nc1cccc(C2=NOC3(C2)C[C@@H](C(N)=O)N(C(=O)C2(C)CC2)C3)c1 (some centres not stated) | -4 | 22 | 95 | 92 | -1 | · | -2 | 1.7 | 0.6
COc1ccc(CNC(=O)C(c2ccncc2)N(C(=O)Cc2cccs2)c2ccccc2C)cc1 (configuration not stated) | 2 | -14 | 99 | 103 | 29 | -15 | -3 | 2.6 | -1.4
CN(C)C=NCCn1c(N2CCOCC2)nc2c1c(=O)n(C)c(=O)n2C | -1 | 21 | 104 | 101 | -16 | -5 | 5 | 1.2 | 0.7
CCOc1ccc(CCNC(=O)C2CCN(S(=O)(=O)N3CCC(C)CC3)CC2)cc1OCC | -2 | 2 | 91 | 90 | 23 | -10 | -9 | -0.4 | -1.7
O=C(Nc1ccc(S(=O)(=O)N2CCCC2)cc1)C1CC(=O)N(c2ccc(F)cc2)C1 (configuration not stated) | -7 | 44 | 102 | 102 | -12 | -6 | -7 | 0.5 | 0.5
CC(C)=CCN1CCN(Cc2cn[nH]c2C2CCCCC2)CC1CCO (configuration not stated) | 12 | 1 | 106 | 103 | 9 | -6 | -5 | 0.6 | 2.5
Cc1cccc(Nc2c(-c3ccc(O)cc3)nc3ncccn23)c1 | 3 | -7 | 100 | 104 | 10 | -14 | -3 | 0.9 | 0.9
O=C(CSC1=NCCS1)Nc1nc2ccccc2s1 | 5 | -4 | 96 | 107 | 13 | 7 | -1 | 1.8 | 1.9
CCCCN(C)C(=O)C1CCCN(S(=O)(=O)c2ccc3c(c2)oc(=O)n3C)C1 (configuration not stated) | 1 | 25 | 99 | 102 | 16 | -2 | · | -0.2 | 0.8
FC(F)(F)c1cccc(NC(=S)N2CCN(c3ccccc3)CC2)c1 | -1 | -1 | 93 | 97 | 7 | -4 | -4 | 2.0 | -0.3
CC1CCN(S(=O)(=O)c2ccc3c(c2)c(=O)c(C(=O)NCc2ccco2)cn3C)CC1 | -3 | -3 | 91 | 93 | 13 | -10 | -1 | 0.5 | -1.9
CCSCCOC(=O)C1=C(C)N(C)C(=O)NC1c1cc(OC)ccc1OC (configuration not stated) | · | 1 | · | · | 0 | 23* | -1 | -0.6 | -1.5
Cc1sc(NC(=O)c2ccco2)c(CN2CCC(C)CC2)c1C | 10 | 0 | 110 | 103 | -3 | -5 | -2 | -0.5 | -2.8
CC(C)(C)C(=O)Nc1ccc(C(=O)OC2CCCCC2)cc1 | 3 | -24 | 104 | 101 | 8 | 1 | · | -1.3 | -1.0
CC(C)CC(NC(=O)C1CCCN1C(=O)[C@@H](C)NC(=O)OCc1ccccc1)C(=O)NCC(N)=O (some centres not stated) | 6 | 2 | 106 | 108 | -6 | 2 | -8 | 0.4 | 1.3
O=C(/C=C/c1cccc([N+](=O)[O-])c1)NCC1CCCO1 (configuration not stated) | -1 | -18 | 94 | 91 | 31 | 1 | -4 | 0.0 | 0.6
O=C(Nc1ccc(Cl)c(-c2nc3ccccc3[nH]2)c1)c1ccc2c(c1)OCO2 | -3 | -2 | 89 | 91 | 11 | 3 | 0 | -0.3 | -1.3
CCCN(CC(=O)Nc1ccc(Cl)cc1Cl)Cc1cc(=O)n2ccsc2n1 | -3 | 4 | 100 | 93 | -17 | -7 | 17* | 1.8 | 2.1
CCOC(=O)CSc1ccc2nnc(-c3cccnc3)n2n1 | 14 | 29 | 110 | 109 | · | 5 | 4 | 0.6 | 0.5
COc1cc(/C=N/Nc2nc(Nc3ccccc3)nc(N3CCCCC3)n2)ccc1OCC(=O)O | -3 | 45 | 94 | 93 | -12 | -3 | -1 | -1.2 | -1.8
Cc1cc(Cl)ccc1NC(=S)Nc1ccccn1 | 2 | -21 | 107 | 121 | 28 | -4 | 2 | · | ·
CCCN1C(=O)/C(=C/c2ccc(C)o2)SC1=Nc1ccc(OC)cc1 | -3 | 42 | 91 | 97 | 9 | 4 | 0 | -0.2 | -0.3
CCOC(=O)c1sc(NC(=O)CSc2nnc(C(C)C)n2CC)nc1C | · | 6 | · | · | -7 | 7 | -1 | -0.1 | -0.8
Cc1cc(C)cc(NC(=O)[C@H](Cc2c[nH]c3ccccc23)NC(=O)[C@@H]2Cc3ccccc3CN2)c1 | -1 | 34 | 99 | 96 | -7 | 19 | -5 | 1.9 | 4.8
COc1ccccc1NS(=O)(=O)c1cccc(C(=O)N/N=C/c2c(C)nn(-c3ccccc3)c2N2CCCC2)c1 | -1 | -17 | 100 | 99 | 15 | -10 | -6 | 0.4 | -1.7
O=C(O)C(Cc1c[nH]c2ccccc12)N1C(=O)c2ccccc2C1=O (configuration not stated) | 10&20 | 55&16 | 107&113 | 108&111 | 2&1 | -10&-16 | 5 | 1.5 | -0.1
O=C(O)CC(c1ccc(Br)cc1)N1Cc2ccccc2C1=O (configuration not stated) | 5 | 24 | 100 | 100 | 22 | -4 | -8 | 1.2 | 1.0
CCc1ccc(NC(=O)c2cc(S(=O)(=O)N3CCc4ccccc43)cn2C)cc1 | -1 | 28 | 100 | 102 | 4 | -21 | · | 1.6 | 2.4
O=C(NCc1ccccc1)C1CCC(=O)N(CCN2CCOCC2)C1 (configuration not stated) | 8 | 40 | 100 | 102 | 13 | -2 | -8 | 0.2 | 1.4
O=C1CCCC(O)=C1C1C2=C(CCCC2=O)OC2=C1C(=O)CCC2 | -10 | -1 | 87 | 101 | -22 | -4 | -8 | 0.7 | 3.6
Cc1ccc(/C=C2\SC(=S)N(CCC(=O)NNC(=O)c3ccncc3)C2=O)cc1 | -5 | 13 | 105 | 104 | · | -5 | -5 | 1.4 | -0.4
Cc1ccc(-c2nnc(SCC(=O)NC3CCCc4ccccc43)n2N)cc1 (configuration not stated) | -2 | -18 | 102 | 105 | 32 | -12 | -1 | 0.0 | -2.8
Cc1cccc(Cc2cnc(NC(=O)C3=NCCN3)s2)c1 | -1 | 28 | 108 | 108 | 14 | -6 | 1 | 1.0 | 1.5
CCn1cc(C(=O)NCc2ccco2)c(=O)c2cc(F)c(N3CCN(C(=O)c4ccco4)CC3)cc21 | 2 | -21 | 104 | 103 | 2 | -7 | -4 | 0.4 | -1.2
Cc1cc(C)cc(NC(=S)NC2CC3CCCC(C2)N3C2CC2)c1 (configuration not stated) | 5 | 33 | 133 | 107 | 0 | -23 | -10 | 2.4 | 5.0
CS(=O)(=O)N(CC(=O)N1CCCCCC1)c1cccc(Br)c1 | -9 | -16 | 79 | 79 | 11 | -6 | -4 | 0.8 | -0.4
CCOC(=O)c1[nH]c(C)c(C(=O)N2CCCC(Nc3ccc(C)c(C)c3)C2)c1C (configuration not stated) | 3 | 32 | 106 | 103 | 4 | -10 | -7 | 1.4 | 0.5
CCCC(C(=O)N1CCOCC1)N1C(=O)C2C3C=CC(C3)C2C1=O (configuration not stated) | -2 | -16 | 99 | 96 | -12 | -10 | -3 | 0.6 | -0.7
